TAG inh = inhibitors of triacylglycerol accumulation, primary screen, cell-based, uHTS, fluorescence, H9c2; H9c2 cells, Nile Red lipid (TAG) fluorescence; cells loaded with 200 µM oleic acid; inhibition, % at 12.5 µM; actives 0.66% (n = 230,000); AID 651582, 2012;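 active = pattern-corrected inhibition of lipid staining of at least 50% with the nuclear-stain viability signal not falling by more than 50%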;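 also: 0% = DMSO wells and 100% = triacsin C control wells; some results filed as inactive read as strong as hits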
TAG inh DAPI viability = further read-out of TAG inh, marked with its call; DAPI nuclei signal change (viability), lower = more cytotoxic, %;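 whole-well DAPI fluorescence read on a plate reader as a viability signal; minus 50 percent equals half of cells still viable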
Numbers without * were called inactive. Some of the compounds tested; the hit share may differ from the screen's.

The line under a structure holds: TAG inh | TAG inh DAPI viability
CCOC(=O)Cc1csc(NC(=O)Cc2ccccc2[N+](=O)[O-])n1
 : -33.5 | 5.8
COc1ccc(OC)c(NC(=O)c2cc(-c3ccc(F)cc3OC(C)C)n[nH]2)c1
 : 4.0 | 11.0
COC(=O)c1ccc(S(=O)(=O)N2CCN(C(c3ccccc3)c3ccccc3)CC2)n1C
 : 4.9 | -5.4
C=CCC1C=C(C)CC(CC=C)N1 (configuration not stated)
 : -11.5 | -1.7
CC(C)C(NC(=O)c1ccccc1NC(=O)C(C)(C)C)C(=O)N1CCOCC1 (configuration not stated)
 : 5.9 | 8.9
O=C(O)C1(c2cccc(Cl)c2)CCC1
 : 13.6 | -10.2
O=C(CC(c1ccccc1)(c1ccccc1)c1ccccc1)N[C@@H](Cc1ccc(O)cc1)C(=O)O
 : -1.3 | 5.1
CC1C(=O)N(Cc2cn(CCC3OCCO3)nn2)CCS(=O)(=O)N1Cc1ccc(-c2ccc(F)cc2)cc1 (configuration not stated)
 : 1.0 | 0.6
Cc1ccc(-c2cc(C(=O)Nc3cccnc3)[nH]n2)c(O)c1C
 : 7.1 | 11.2
CC(CNC(=O)Cn1cnc2c(OCc3ccccc3)ncnc21)c1ccccc1 (configuration not stated)
 : -2.6 | 6.0
CCOC(=O)c1c(NC(=O)C2CCCO2)sc2c1CCC2 (configuration not stated)
 : 3.7 | -10.1
O=C(NCc1ccncc1)c1ccc(OCc2ccccc2)cc1
 : -0.9 | -7.6
Cc1ccccc1CC1(C)C(=O)Nc2ccc(S(=O)(=O)NC3CCCCC3)cc21 (configuration not stated)
 : 6.6 | -10.5
CCN1C(=O)c2ccccc2S(=O)c2ccc(C(=O)N3CCCCCC3)cc21 (configuration not stated)
 : -13.7 | -2.7
COc1cc(NC(=O)CCc2c(C)noc2C)c(Cl)cc1C(=O)O
 : -6.7 | 6.2
CCOC(=O)C[C@H]1c2cc(C(F)(F)F)ccc2S(=O)(=O)N1C(C)C
 : -7.7 | -2.2
O=C1c2ccccc2NC(c2c(Cl)cccc2Cl)N1Cc1ccccc1 (configuration not stated)
 : -20.8 | 23.1
CCN(CC)C(=O)CSc1nc2cc3c(cc2c(=O)n1Cc1ccco1)OCO3
 : -1.5 | 3.8
CCOC(=O)Cn1nc(-c2ccc(C)cc2)c2ccccc2c1=O
 : -3.4 | 3.0
C=CCOc1ccc(/C=C/C(=O)OCC(=O)NCC2CCCO2)cc1 (configuration not stated)
 : 21.5 | -13.7
COc1ccc(C(O)c2nc(-c3cccs3)cs2)cc1 (configuration not stated)
 : -4.4 | -11.6
NC(=O)c1ccccc1OCC(=O)NC12CC3CC(CC(C3)C1)C2
 : 5.5 | -6.9
COc1cc(NC(C)=O)c2ncccc2c1Br
 : -1.7 | 0.4
CCOC(=O)c1ccccc1NC(=O)Cc1ccc(OC)c(S(=O)(=O)N2CCOCC2)c1
 : 13.3 | -0.1
CC(CNS(=O)(=O)c1ccccc1)(c1ccccc1)N1CCOCC1 (configuration not stated)
 : -12.0 | -2.6
COc1ccccc1/C=C/C=NC1C(=O)N(c2ccccc2)[N+](C)=C1C (configuration not stated)
 : -6.0 | 2.4
CCN(CC)c1ccc(NC(=O)c2cc(Cl)ccc2OC)cc1
 : -17.0 | -2.5
CSc1sc(C)cc1C=O
 : -5.2 | 1.5
CCN1CCN(CCCNc2ncnc3nc[nH]c23)CC1
 : 9.4 | 6.3
COc1ccc(OC)c(NC(=O)C(C)OC(=O)c2cc3ccccc3[nH]2)c1 (configuration not stated)
 : -34.0 | 3.4

Complete entries as entered above. Values in the order: TAG inh | TAG inh DAPI viability
Cc1ccc(-c2cc(C(=O)Nc3cccnc3)[nH]n2)c(O)c1C as listed: 7.1 | 11.2
NC(=O)c1ccccc1OCC(=O)NC12CC3CC(CC(C3)C1)C2 as listed: 5.5 | -6.9
COc1cc(NC(=O)CCc2c(C)noc2C)c(Cl)cc1C(=O)O as listed: -6.7 | 6.2

(more compounds)
The line under a structure holds: TAG inh | TAG inh DAPI viability
O=C(NCC1CCCO1)c1ccc2c(=O)n(Cc3ccc(Cl)cc3)c(=S)[nH]c2c1 (configuration not stated)
 : -2.1 | -4.3
COc1ccc(C(=O)NCC(=O)N/N=C/c2cn(C)c3ccccc23)cc1OC
 : 3.7 | -9.7
Cc1ccccc1NC(=O)/C=C1\SC(=O)NC1=O
 : -4.2 | 8.0
CCCCNC(=O)C1CCN(c2nc(C)cc(C)n2)CC1
 : -22.9 | 1.9
CCCn1c2ccccc2c2cc(C(=O)O)ccc21
 : -6.9 | -3.8
CCc1cc[n+](-c2nc([O-])sc2C=O)cc1
 : -7.0 | 0.9
CC1(CNC(=O)C(=O)NCC2(C)CO2)CO1 (configuration not stated)
 : 10.2 | -8.4
CC1CCCC(NC(=O)COC(=O)c2cc(S(=O)(=O)N3CCOCC3)ccc2F)C1C (configuration not stated)
 : -13.1 | -0.8
COc1ccc(NC(=O)COC(=O)Cn2nnc3ccccc32)cc1
 : -5.4 | -1.0
O=C(O)COc1ccc(Br)cc1/C=C1/SC(=O)N(CC(=O)N2CCCC2)C1=O
 : -11.4 | 3.8
CN(C)C(CNC(=O)C1CC(=O)N(c2cccc(C(F)(F)F)c2)C1)c1ccccc1 (configuration not stated)
 : -0.4 | 16.3
CCOc1ccc(C(C)=O)cc1COC(=O)c1cnc(Cl)c(Cl)c1
 : 3.0 | 0.9
CC(NC(=O)OCc1ccccc1)C(=O)N1CC(O)CC1C(=O)O (configuration not stated)
 : -6.3 | 6.8
c1ccc(-n2nnc3cnccc32)cc1
 : 1.8 | -7.7
Cc1ccc2nc(N(CCCN(C)C)C(=O)c3ccc(Br)s3)sc2c1
 : 9.8 | 4.2
Cc1nc(NC2=NCN(CCCN3CCOCC3)CN2)nc2c(C)cccc12
 : -7.8 | -3.5
Cc1ccc(OCc2nc(C#N)c(NCCCn3ccnc3)o2)cc1
 : 2.1 | -6.6
COc1ccc(SCCC(=O)NCc2ccncc2)cc1
 : -7.5 | -3.2
COc1ccc(C(=O)Nc2cccc([N+](=O)[O-])c2)cc1Br
 : 20.5 | -17.9
COc1ccc(C(=O)NCC23C=CC(O2)C2C(=O)N(Cc4ccccc4)C(=O)C23)cc1 (configuration not stated)
 : 7.1 | -0.1
COc1cc2c(-c3ccc4[nH]ccc4c3)c(-c3ccc(C#N)cc3)oc(=O)c2cc1OC
 : -3.7 | 39.7
Nc1ccc(C(=O)N/N=C/c2ccc(N3CCOCC3)s2)cc1
 : -4.6 | 7.2
COc1ccc(C2=NN(c3nc4ccccc4s3)C(=O)C2)cc1
 : -7.9 | 2.7
Cc1ccc(Nc2nc(C)cc(C)c2C(N)=O)c(C)c1
 : 7.5 | 8.0
Cc1ccc(NC(=O)CSc2nc3ccccc3c(=O)n2CCCC(=O)NCCCN2CCOCC2)cc1
 : -4.6 | 7.8
COCCN1C(=O)N[C@@H](CCc2ccccc2)[C@H](C(=O)OC)[C@H]1C
 : -1.1 | 1.9
CCOC(=O)c1c(C)sc(Sc2ccc(Cl)cc2[N+](=O)[O-])c1OC
 : -15.8 | 4.2
COc1ccc(C=C2NC(=S)NC2=O)cc1
 : -5.3 | 9.3
O=C(CSc1nnnn1-c1ccc(O)cc1)c1ccc(F)cc1
 : -2.7 | 3.0
O=C(Cc1cccc(NC(=O)C2CCCN(C(=O)C3CCC3)C2)c1)Nc1cccc(C(=O)N2CCCC2)c1 (configuration not stated)
 : 3.9 | -2.3
O=C(CN1C(=O)c2ccccc2C1=O)NC1(C(=O)O)CCCC1
 : 6.4 | 4.9
COc1ccccc1-n1c(SCC(=O)Nc2ccc(C)cc2)nc(O)cc1=O
 : -5.7 | 2.5
C=CCn1c(SCC(=O)NC2CCS(=O)(=O)C2)nc2scc(C3CC3)c2c1=O (configuration not stated)
 : 4.3 | 4.9
O=C(Nc1c2c(nn1-c1ccccc1)CS(=O)(=O)C2)c1ccccc1C(F)(F)F
 : -3.4 | 2.1
Cc1[nH]c(=O)c(C#N)c(C)c1[N+](=O)[O-]
 : -2.8 | -0.1
C(=N\Nc1ccccn1)/c1ccc2c(c1)OCCO2
 : -8.3 | -1.6
CC1(c2ccccc2Cl)NC(=O)N(CC(=O)NC(=O)NCc2ccco2)C1=O (configuration not stated)
 : 11.0 | -5.4
COc1cccc(C2CC(c3cccs3)=NN2C(=S)Nc2ccccc2)c1OC (configuration not stated)
 : 17.0 | -5.4
COCCNC(=O)C(=O)NCCN1CCOCC1
 : 0.3 | 8.2
COc1ccc(S(=O)(=O)N2CCCCCC2)cc1NC(=O)CC1OC(=O)c2ccccc21 (configuration not stated)
 : 11.7 | -3.5
CS(=O)(=O)N1CCN(c2ccccc2NC(=O)c2cc(Br)ccc2Cl)CC1
 : 6.6 | -2.8
Cc1ccccc1-c1cnc(C(O)c2ccc(-c3ccccc3)cc2)[nH]1 (configuration not stated)
 : -0.5 | -5.3
c1ccc2c(c1)CCCC2C1=NCCN1 (configuration not stated)
 : 1.4 | -1.7
COc1cccc(NC=C2C(=O)OC(C)(C)OC2=O)c1
 : 6.4 | 5.7
CCOCc1nnc(NC(=O)c2cccc(OC)c2)s1
 : -0.2 | 1.2
CCCn1ncc(CN2CCN(Cc3ccsc3)C(CCO)C2)c1C (configuration not stated)
 : -3.6 | 10.4
O=C1C2C3C=CC(C3)C2C(=O)N1CCN1CCN(S(=O)(=O)c2ccc3ccccc3c2)CC1 (configuration not stated)
 : 32.1 | -32.8
O=C(COC(=O)C1CC2CCCC(C1)C2=O)Nc1cccc(F)c1 (configuration not stated)
 : 2.0 | 0.5
COc1ccc(NC(=O)N(C)C[C@H]2Oc3c(NS(=O)(=O)c4cccs4)cccc3C(=O)N([C@@H](C)CO)C[C@@H]2C)cc1
 : -29.3 | -3.8
CC(C)Cn1c(N)c(C=O)c(=O)[nH]c1=O
 : 5.2 | 3.7
Clc1ccccc1-c1nnc(-c2ccc3c(c2)OCO3)o1
 : -8.4 | 9.1
NC(N)=NCc1cccc(I)c1
 : -4.5 | 2.4
CN(CCc1ccccn1)C(=O)Nc1ccc(C(C)(C)C)cc1
 : 0.2 | -2.1
COC(=O)Nc1nc(-c2ccc(F)cc2)c(C)s1
 : 130.7 | -98.7
Cc1noc(C)c1C(=O)NC(C)c1ccc(Cl)cc1Cl (configuration not stated)
 : -4.8 | 11.3
CCCN1C(=O)c2ccc(C(=O)Nc3cc(C)on3)cc2C1=O
 : 5.8 | 6.3
CCc1ccccc1N=C1SCC(=O)N1C
 : 17.4 | -13.0
C[C@H]1CN([C@@H](C)CO)C(=O)CCCn2nncc2CO[C@H]1CN(C)S(=O)(=O)c1ccc(-n2cccn2)cc1
 : -25.0 | 2.5
COc1ccc(S(=O)(=O)NCc2ccc3c(c2)OCO3)cc1C(=O)O
 : -11.2 | 6.4
CC(C)(C)OC(=O)NCCCC[C@H](NC(=O)c1nc[nH]c1C(=O)N1CCc2ccccc2C1)C(=O)OC(C)(C)C
 : 8.1 | -11.1

The list continues.
The line under a structure holds: TAG inh | TAG inh DAPI viability
O=C(NCCc1nc2ccccc2[nH]1)c1ccc(Cl)c([N+](=O)[O-])c1
 : 13.1 | 1.5
CNc1c2cccc(C)c2nc2c(C(=O)NCCN(C)C)cccc12
 : 130.7 | -81.0
COc1ccccc1C=C1SC(=S)NC1=O
 : -0.6 | 6.2
CC(C)(C)c1ccc(C(=O)N2CCC2(C)C(=O)NCc2cccs2)cc1 (configuration not stated)
 : -10.6 | -5.2
CN1CCN(C(=O)c2ccc(CSc3nc4ccncc4n3Cc3ccc(F)cc3)cc2)CC1
 : -2.9 | 9.0
C[C@@H](NC(=O)Cn1cnc2c(NCc3ccccc3)ncnc21)c1cccc2ccccc12
 : 8.9 | 3.3
O=C(CSc1nnc(Cc2ccccc2)o1)NC1CC2CCC1C2 (configuration not stated)
 : -4.6 | 10.8
Cc1cccc2sc(NS(=O)(=O)c3ccccc3)nc12
 : 3.1 | 0.1
N#Cc1ccc(OCC(=O)N/N=C(\CCC(=O)O)c2cccs2)cc1
 : 3.6 | 7.6
COc1ccc(NS(=O)(=O)c2ccc(C)c(C(=O)N(C)Cc3ccc(OC)cc3OC)c2)cc1
 : -3.0 | -6.9
CCc1nc2c(OCc3cccc(Cl)c3)cccn2c1N(C)C(=O)c1ccco1
 : 15.3 | -15.0
S=c1[nH]nc(Cc2noc3ccccc23)n1-c1ccccc1
 : -8.5 | 6.9
NC(=O)c1cc([N+](=O)[O-])ccc1NCc1cccc2ccccc12
 : -19.0 | -4.6
N#CCc1nc2ccccc2c(=O)[nH]1
 : 2.4 | 1.1
Cc1ccc(S(=O)(=O)NC(=O)N2CCCC2)cc1
 : 4.0 | -1.9
CCOC(=O)/C(C#N)=N\Nc1cc(Cl)ccc1OC
 : -0.2 | -0.8
O=C(NCCc1cccs1)c1ccc(Cl)cc1
 : -20.1 | 3.1
COc1ccc(CNCC(=O)Nc2cccc(S(N)(=O)=O)c2)cc1
 : 2.3 | -0.3
Cc1cccc(Cc2nnc(CCC(=O)NCc3ccncc3C)o2)c1
 : 1.8 | -5.9
COc1ccc(-c2[nH]c(-c3ccc(Cl)cc3)nc2SCC(=O)Nc2nccs2)cc1
 : 14.2 | 3.9
COCCn1c(SCc2cc(=O)n3ccsc3n2)nnc1-c1ccncc1
 : -3.0 | -2.6
CCC(C)Nc1nc(C)nc2c1oc1ccccc12 (configuration not stated)
 : -19.8 | 2.5
Cc1c(C)n2c(SCC(=O)NCc3ccc4c(c3)OCO4)nnc2[nH]c1=O
 : -1.7 | -6.7
C[C@H]1CN([C@@H](C)CO)C(=O)CCCn2nncc2CO[C@@H]1CN(C)Cc1ccc2c(c1)OCO2
 : 9.8 | -15.5
N#C/C(=N\Nc1ccccc1F)c1nc(-c2ccccc2)cs1
 : 10.6 | 18.0
CN(CCc1cn[nH]c1)C(=O)C1CCC(=O)N(CC2CCCCC2)C1 (configuration not stated)
 : 4.6 | 4.7
CCCN(C(=O)c1cc(S(=O)(=O)N2CCN(CC)CC2)ccc1Cl)C1CCS(=O)(=O)C1 (configuration not stated)
 : -9.6 | 3.3
CCOC(=O)C(C)n1cnc2c(nnn2-c2ccccc2)c1=O (configuration not stated)
 : -0.9 | -2.0
C/C(=N\NC(=O)c1c(Br)cnn1C)c1ccc(NC(=O)c2ccc(F)cc2)cc1
 : 24.1 | -18.7
C/C(=N\NC(=O)CNc1cccc(C(F)(F)F)c1)c1cccs1
 : -5.9 | -2.6
